# IDH1 mut inh = inhibitors of human IDH1 R132H; IDH1 R132H reductase, diaphorase/resazurin fluorescence, 60 min; inhibition, % at 10 µM; 0.18% of 70,000 active; O75874; in the data active means inhibition above about 34%;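 further: 0% = DMSO and 100% = no enzyme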
# EZH2 inh = inhibitors of human EZH2/PRC2 methyltransferase | 0.35% of 57,000 active | PRC2 H3K27 methylation, DELFIA TRF, 1 h | inhibition, % at 12.5 µM | Q15910 | AID 651548;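 active means mean inhibition of replicates at least 50% and every single replicate also reaching 50%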;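 further: dimethyl H3K27 on biotinylated H3 21-44 peptide detected by antibody; plate controls were median neutral control wells for no effect and median positive control wells for full effect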
# Target sequence (Q15910 whole entry, looked up): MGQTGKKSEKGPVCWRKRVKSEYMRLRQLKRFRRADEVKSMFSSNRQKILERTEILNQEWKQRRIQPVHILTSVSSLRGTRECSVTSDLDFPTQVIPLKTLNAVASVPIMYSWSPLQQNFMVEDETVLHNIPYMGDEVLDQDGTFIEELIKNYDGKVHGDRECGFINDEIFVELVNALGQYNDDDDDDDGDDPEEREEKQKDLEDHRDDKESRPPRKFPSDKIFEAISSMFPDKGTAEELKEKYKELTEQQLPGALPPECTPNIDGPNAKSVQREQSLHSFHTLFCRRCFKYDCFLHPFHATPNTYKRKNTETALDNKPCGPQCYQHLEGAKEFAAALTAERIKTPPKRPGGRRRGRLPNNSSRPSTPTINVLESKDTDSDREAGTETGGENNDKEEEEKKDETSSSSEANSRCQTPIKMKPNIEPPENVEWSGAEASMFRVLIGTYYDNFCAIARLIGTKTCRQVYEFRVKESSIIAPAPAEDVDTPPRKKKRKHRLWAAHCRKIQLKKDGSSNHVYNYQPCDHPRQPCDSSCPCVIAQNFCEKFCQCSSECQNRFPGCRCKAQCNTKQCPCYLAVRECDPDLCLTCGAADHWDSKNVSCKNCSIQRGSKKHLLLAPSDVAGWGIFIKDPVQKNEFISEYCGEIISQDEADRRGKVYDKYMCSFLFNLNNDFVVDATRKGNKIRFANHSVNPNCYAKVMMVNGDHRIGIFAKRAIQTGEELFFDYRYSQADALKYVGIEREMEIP
# The depositor's hits bear a star; . = not tested or not shown; & = joins results of further samples. Some of the compounds tested; rates above refer to the full screens.
# Sequence of screens – IDH1 mut inh, EZH2 inh
Cc1ccc2oc(-c3cccc(NC(=O)COc4ccc(Cl)cc4)c3C)nc2c1
→ 0.4, 1
O=C(Nc1cccc(F)c1)N[C@@H]1CC[C@H](CCNS(=O)(=O)c2cccc(Cl)c2)O[C@@H]1CO
→ -0.8, -12
CO[C@H](CN(C)Cc1cc(F)ccc1F)[C@@H](C)CN([C@H](C)CO)S(=O)(=O)c1ccc(F)cc1
→ -0.4, 7
C[C@@H]1O[C@@H](Oc2ccc(-c3coc4cc(O[C@@H]5O[C@@H](C)[C@H](O)[C@@H](O)[C@H]5O)ccc4c3=O)cc2)[C@H](O)[C@H](O)[C@H]1O
→ 0.2, .
COCCNC(=S)N1CCN(Cc2ccco2)CC1
→ 0.4, -3
C[C@H]1CN([C@@H](C)CO)C(=O)Cc2cc(NC(=O)NC3CCCCC3)ccc2O[C@H]1CN(C)S(C)(=O)=O
→ -1.4, -2
COCC(=O)N(C)C[C@@H]1Oc2ncc(/C=C/c3ccccc3)cc2C(=O)N([C@@H](C)CO)C[C@H]1C
→ -6.2, -1
COc1ccc(-c2cn(CC[C@H]3CC[C@H](NC(=O)NC(C)C)[C@@H](CO)O3)nn2)cc1
→ 0.2, 7
C[C@@H]1CCCCO[C@@H](CN(C)CC2CC2)[C@@H](C)CN([C@H](C)CO)C(=O)c2cc(NC(=O)Nc3ccc(F)cc3)ccc2O1
→ 0.0, -3
CC(C)NC(=O)Nc1cccc2c1O[C@@H](CN(C)C(=O)Nc1ccc(F)cc1)[C@H](C)CN([C@H](C)CO)C2=O
→ 6.1, -7
C[C@H]1CN([C@@H](C)CO)S(=O)(=O)c2ccc(-c3ccc(C#N)cc3)cc2O[C@H]1CN(C)CC1CC1
→ -1.4, 2
C[C@H]1CN([C@@H](C)CO)C(=O)Cc2cc(NC(=O)Nc3ccc(C(F)(F)F)cc3)ccc2O[C@H]1CN(C)Cc1ccc(C(=O)Nc2ccccc2N)cc1
→ ., -42
C[C@H](CO)N1C[C@H](C)[C@H](CN(C)C)OCCCC[C@H](C)Oc2ccc(NC(=O)c3ccncc3)cc2C1=O
→ 2.4, 2
O=C(CN1CCOCC1)NCC[C@@H]1CC[C@@H](NC(=O)c2ccc3c(c2)OCO3)[C@H](CO)O1
→ 0.0, -13
COC(=O)CCCCCCC(=O)N/N=C/C[C@H](O)[C@H](O)[C@@H](C)O
→ ., 13

# The listing continues.
# Sequence of screens – IDH1 mut inh, EZH2 inh
CNC[C@@H]1Oc2ncc(C3=CCCC3)cc2C(=O)N([C@@H](C)CO)C[C@@H]1C
→ -1.3, -5
C[C@@H]1CN([C@@H](C)CO)C(=O)c2ccccc2-c2ccccc2CO[C@H]1CN(C)C(=O)Nc1ccc(F)cc1
→ ., 12
O=C(Cc1ccncc1)NCC[C@@H]1CC[C@@H](NS(=O)(=O)c2ccccc2Cl)[C@H](CO)O1
→ 0.2, 5
C[C@@H]1CN([C@H](C)CO)C(=O)c2cc(/C=C/c3ccccc3)cnc2O[C@H]1CN(C)C(=O)c1cnccn1
→ 0.4, -1
CC1CCN(S(=O)(=O)c2ccc(NC(=O)CN3CCOCC3)cc2)CC1
→ -0.1, 6
COc1ccc(C)cc1NC(=O)CSc1n[nH]c(-c2ccc(Cl)cc2)n1
→ 0.0, 26
C[C@@H]1CN([C@H](C)CO)C(=O)c2cc(NC(=O)Cc3ccccc3)ccc2O[C@H]1CN(C)S(C)(=O)=O
→ -1.3, -2
CO[C@@H]1CN(C)C(=O)c2cc(NC(=O)C3CC3)ccc2OC[C@@H](C)N(C(C)=O)C[C@@H]1C
→ 0.3, -2
COC(=O)CCCCCCC(=O)N/N=C\c1cccnc1Br
→ -0.1, 15
C[C@@H]1CCCCO[C@@H](CN(C)C(=O)C2CCCCC2)[C@@H](C)CN([C@@H](C)CO)C(=O)c2cc(NC(=O)c3ccncc3)ccc2O1
→ 0.8, 4
CCCNC(=O)N(C)C[C@H]1Oc2ncc(C#CC3(O)CCCC3)cc2C(=O)N([C@H](C)CO)C[C@@H]1C
→ 0.1, 9
COc1cccc(NC(=O)N(C)C[C@H]2OCc3cnnn3CCCC(=O)N([C@H](C)CO)C[C@@H]2C)c1
→ -5.7, .
C[C@H]1CN([C@@H](C)CO)C(=O)CCCn2cc(nn2)CO[C@@H]1CN(C)C(=O)c1cc(-c2ccccc2)on1
→ -2.6, -9
CO[C@H]1CN(C)C(=O)c2ccc(NC(=O)c3ccccc3F)cc2OC[C@@H](C)N(CC2CC2)C[C@H]1C
→ 0.1, 8
C[C@H](CO)N1C[C@H](C)[C@H](CN(C)Cc2ccc(Cl)c(Cl)c2)Oc2ccc(NS(C)(=O)=O)cc2CC1=O
→ 0.5, -1

# Rewritten tab-delimited: three of the compounds above.
mol	IDH1 mut inh	EZH2 inh
C[C@@H]1CCCCO[C@@H](CN(C)CC2CC2)[C@@H](C)CN([C@H](C)CO)C(=O)c2cc(NC(=O)Nc3ccc(F)cc3)ccc2O1	0.0	-3
CC(C)NC(=O)Nc1cccc2c1O[C@@H](CN(C)C(=O)Nc1ccc(F)cc1)[C@H](C)CN([C@H](C)CO)C2=O	6.1	-7
C[C@H]1CN([C@@H](C)CO)S(=O)(=O)c2ccc(-c3ccc(C#N)cc3)cc2O[C@H]1CN(C)CC1CC1	-1.4	2

# (more compounds)
# Sequence of screens – IDH1 mut inh, EZH2 inh
CC(C)NC(=O)Nc1cccc2c1O[C@H](CN(C)C(=O)Nc1ccc(F)cc1)[C@@H](C)CN([C@H](C)CO)C2=O
→ 1.6, .
C[C@@H]1CN([C@H](C)CO)C(=O)c2cc(NC(=O)Nc3ccccc3)ccc2O[C@@H]1CN(C)Cc1ccc2c(c1)OCO2
→ 0.3, 0
CC(C)NC(=O)N(C)C[C@H]1Oc2ncc(C#CCC3CCCC3)cc2C(=O)N([C@@H](C)CO)C[C@H]1C
→ -0.1, -19
CNC[C@H]1OCCCC[C@H](C)Oc2ccc(NS(=O)(=O)c3ccc(OC)cc3)cc2C(=O)N([C@@H](C)CO)C[C@H]1C
→ -0.5, 4
C[C@@H]1CN([C@H](C)CO)C(=O)Cc2cc(NS(=O)(=O)c3ccccc3)ccc2O[C@@H]1CN(C)C(=O)Nc1ccccc1
→ 1.3, 32
O=C(CN1CCOCC1)N[C@@H]1CC[C@@H](CCNS(=O)(=O)c2ccccc2F)O[C@H]1CO
→ 0.1, 3
C[C@@H]1CN([C@H](C)CO)S(=O)(=O)c2ccc(-c3ccccc3F)cc2O[C@H]1CN(C)Cc1cccnc1
→ 0.5, 17
C[C@@H]1CN([C@H](C)CO)S(=O)(=O)c2ccc(-c3cccc(C(=O)N(C)C)c3)cc2O[C@@H]1CN(C)C(=O)Nc1ccc(F)cc1
→ 0.2, -1
C[C@@H]1CCCCO[C@@H](CN(C)S(=O)(=O)c2cn(C)cn2)[C@H](C)CN([C@H](C)CO)C(=O)c2cc(NC(=O)Cc3ccccc3)ccc2O1
→ 0.0, .
CN1CCN(C(=O)C[C@@H]2C=C[C@@H](NC(=O)Cc3ccccn3)[C@H](CO)O2)CC1
→ -0.2, -7
CC(C)NC(=O)N(C)C[C@@H]1Oc2ccc(NC(=O)Cc3cn(C)c4ccccc34)cc2CC(=O)N([C@@H](C)CO)C[C@H]1C
→ -0.6, -11
COc1ccccc1-c1cccc(-c2nc(C(=O)N3CCOCC3)cc3c2[C@H](CCO)N([S@@](=O)C(C)(C)C)C3)c1
→ 0.2, 3
CN(C)C(=O)C[C@H]1C[C@@H]2c3cc(NS(=O)(=O)c4ccccc4)ccc3O[C@@H]2[C@H](CO)O1
→ 0.0, 15
O=C(CCCCCC(=O)Nc1ccccc1O)N/N=C/c1ccc(Br)s1
→ -0.5, 4
C[C@H]1CN([C@@H](C)CO)C(=O)c2cc(C#CCc3ccccc3)cnc2O[C@@H]1CN(C)CC1CCOCC1
→ 1.2, .

# Looked up by compound from above (three):
# Sequence of screens – IDH1 mut inh, EZH2 inh
C[C@@H]1CN([C@H](C)CO)C(=O)Cc2cc(NS(=O)(=O)c3ccccc3)ccc2O[C@@H]1CN(C)C(=O)Nc1ccccc1
→ 1.3, 32
C[C@@H]1CN([C@H](C)CO)C(=O)c2cc(NC(=O)Nc3ccccc3)ccc2O[C@@H]1CN(C)Cc1ccc2c(c1)OCO2
→ 0.3, 0
CC(C)NC(=O)N(C)C[C@@H]1Oc2ccc(NC(=O)Cc3cn(C)c4ccccc34)cc2CC(=O)N([C@@H](C)CO)C[C@H]1C
→ -0.6, -11

# The listing continues:
# Sequence of screens – IDH1 mut inh, EZH2 inh
COc1ccccc1CN(C)C[C@H]1OCc2cn(nn2)CCCC(=O)N([C@@H](C)CO)C[C@@H]1C
→ 1.6, .
CC(C)C#Cc1cnc2c(c1)C(=O)N([C@H](C)CO)C[C@@H](C)[C@H](CN(C)Cc1cccc(F)c1)O2
→ -0.4, .
C[C@H](CO)N1C[C@H](C)[C@@H](CN(C)Cc2cccnc2)Oc2ncc(-c3cccc(C#N)c3)cc2C1=O
→ -0.2, 6&3
C[C@@H]1CN([C@@H](C)CO)C(=O)c2cccc(NC(=O)Nc3ccc(F)cc3)c2O[C@@H]1CN(C)S(=O)(=O)c1cn(C)cn1
→ 0.6, .
CC(C)(C)c1ccc(OCC(=O)NCc2cccnc2)c(Br)c1
→ -0.3, 9
COCC(=O)Nc1ccc2c(c1)[C@@H]1C[C@H](CC(=O)N(C)C)O[C@@H](CO)[C@@H]1O2
→ -3.6, -10
CCCNC(=O)Nc1ccc2c(c1)OC[C@@H](C)N(C(=O)CC)C[C@H](C)[C@@H](OC)CN(C)C2=O
→ 0.0, 0
Cc1ccc(S(=O)(=O)Nc2ccc3c(c2)CC(=O)N([C@@H](C)CO)C[C@H](C)[C@@H](CN(C)CC2CC2)O3)cc1
→ 0.0, 0
COc1ccc(NC(=O)CS(=O)(=O)c2ccc(C)cc2)c(OC)c1
→ 0.8, 0
C[C@H](CO)N1C[C@H](C)[C@H](CN(C)S(C)(=O)=O)Oc2ccc(NC(=O)CCCCCC(=O)Nc3ccccc3N)cc2CC1=O
→ 0.0, 7
C[C@H]1CN([C@@H](C)CO)C(=O)c2cccc(N(C)C)c2O[C@H]1CN(C)Cc1ccc(C(=O)O)cc1
→ 1.7, -8
COc1cccc(S(=O)(=O)N[C@H]2C=C[C@@H](CC(=O)NCc3ccccc3)O[C@H]2CO)c1
→ -0.4, 2
Cc1ccc(S(=O)(=O)N(C)C[C@@H]2Oc3ccc(NS(=O)(=O)c4cccs4)cc3CC(=O)N([C@H](C)CO)C[C@@H]2C)cc1
→ -1.3, .
COc1ccc(C(=O)c2oc3ccccc3c2NC(=O)COc2ccc(F)cc2)cc1
→ -0.1, 5
CN(C)CCCNC(=O)C[C@@H]1C=C[C@H](NS(=O)(=O)c2ccc(F)cc2)[C@@H](CO)O1
→ 0.0, -1

# (cont.)
# Sequence of screens – IDH1 mut inh, EZH2 inh
COC(=O)C(CC#Cc1ccc2c(c1)[C@]1(C(=O)N2)[C@H](c2ccc(O)cc2)N2[C@H](c3ccccc3)[C@H](c3ccccc3)OC(=O)[C@H]2[C@@H]1C(=O)N1CCCCCCC1)C(=O)OC
→ 0.2, -11
C[C@H](CO)N1C[C@H](C)[C@H](CN(C)Cc2ccc3c(c2)OCO3)Oc2c(NC(=O)NC3CCCCC3)cccc2C1=O
→ 1.2, 11
C[C@H](CO)N1C[C@H](C)[C@@H](CN(C)S(=O)(=O)c2cccs2)Oc2c(NC(=O)c3ccncc3)cccc2C1=O
→ 2.2, .
CO[C@H]1CN(C)C(=O)c2cc(NS(=O)(=O)c3cn(C)cn3)ccc2OC[C@H](C)N(C)C[C@@H]1C
→ ., -5
C[C@@H]1CN([C@@H](C)CO)S(=O)(=O)c2ccc(C#CCN(C)C)cc2O[C@@H]1CN(C)C(=O)C1CCCCC1
→ 2.5, -14
C[C@@H]1CN([C@H](C)CO)C(=O)Cc2cc(NC(=O)CCC(F)(F)F)ccc2O[C@H]1CN(C)S(=O)(=O)c1ccccc1
→ 0.5, -5
CC(C)NC(=O)N(C)C[C@H]1Oc2ccc(NC(=O)CCC(F)(F)F)cc2C(=O)N([C@@H](C)CO)C[C@H]1C
→ 2.6, .
C[C@H]1CN([C@@H](C)CO)C(=O)CCCn2nncc2CO[C@@H]1CN(C)CC1CC1
→ 0.3, .
COC(=O)CCCCCCC(=O)N/N=C/c1ccc(O)cc1
→ -0.5, 12
C[C@H](CO)N1C[C@H](C)[C@H](CN(C)Cc2ccc(C(=O)Nc3ccccc3N)cc2)Oc2c(NC(=O)Nc3ccc(C(F)(F)F)cc3)cccc2C1=O
→ ., -44
COc1ccc(NC(=O)Nc2ccc3c(c2)C(=O)N([C@H](C)CO)C[C@@H](C)[C@@H](CN(C)CC2CCCCC2)OCCCC[C@@H](C)O3)cc1
→ 2.4, .
CO[C@@H]1CN(C)C(=O)c2cc(NC(=O)Nc3c(C)noc3C)ccc2OC[C@@H](C)N(CCC(F)(F)F)C[C@@H]1C
→ 0.3, -3
CCC(=O)N[C@H]1C=C[C@H](CC(=O)NCCN2CCCCC2)O[C@@H]1CO
→ 0.2, 14
CCCNC(=O)N1C[C@H](C)[C@H](OC)CN(C)C(=O)c2cc(NC(=O)C3CCC3)ccc2OC[C@@H]1C
→ -0.1, 10
CCCC(=O)Nc1ccc2c(c1)OC[C@@H](C)N(Cc1ccc(-c3ccccn3)cc1)C[C@@H](C)[C@H](OC)CN(C)C2=O
→ 0.0, -39

# Additional results
# Sequence of screens – IDH1 mut inh, EZH2 inh
CNC[C@H]1Oc2ncc(C#CC3CCCCC3)cc2C(=O)N([C@@H](C)CO)C[C@H]1C
→ -0.8, -53
C[C@@H]1CN([C@H](C)CO)C(=O)c2cc(-c3ccc(F)cc3)cnc2O[C@@H]1CN(C)Cc1cncnc1
→ -3.6, 1
Cc1ccc(S(=O)(=O)Nc2ccc3c(c2)C(=O)N([C@H](C)CO)C[C@H](C)[C@H](CN(C)S(=O)(=O)c2cn(C)cn2)OCCCC[C@H](C)O3)cc1
→ -2.1, .
COc1ccccc1NC(=O)N(C)C[C@@H]1OCc2cnnn2CCCC(=O)N([C@@H](C)CO)C[C@H]1C
→ -1.1, 9
